Yfh1-off respiration: enhancers of respiration in Yfh1-depleted yeast, dose response, Friedreich's ataxia, plus single-dose screen (AID 1465); S. cerevisiae Yfh1-off respiration, WST-1 reduction, 72 h; higher fold induction means a stronger effect; fold induction at 50 µM; hits with a dose series show EC50 in µM; actives 0.074% (n = 220,000);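 active = fold induction of absorbance versus untreated yeast above a set limit, then at least 30% activation at any dose in follow-up; inconclusive = repeats straddling the limit, or above it without dose testing; inactive = fold induction below the set limit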;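 note: activators that raise dye reduction in frataxin-depleted yeast; strong numbers were not always called active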
NOD1 NF-kB reporter: NOD1 signaling inhibitors, primary screen, cell-based, luminescence, uHTS (AID 1578); actives 1% (n = 290,000); inhibition, % at 4 µM, or EC50 in µM where a hit was titrated; NOD1-driven NF-kB luciferase reporter cells, luminescence; higher % means a stronger effect; in the data active = inhibition mostly above about 36%, no sharp cut-off; inactive = mostly below about 34%;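 note: HEK-293T reporter cells stimulated with the NOD1 agonist gamma-tri-DAP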
NTR1 agonist: agonists of NTR1, primary screen, imaging, U2OS cells, beta-arrestin-GFP, high content (AID 493036); Neurotensin receptor type 1 (Homo sapiens), P30989; NTR1-U2OS beta-arrestin-GFP spot imaging, agonist mode; activation, % at 20 µM; actives 0.17% (n = 330,000);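 active = activation at or above 40% of the spot to cytoplasm intensity ratio, with at least 20 cells analyzed; inconclusive = wells under 20 cells, flagged as cytotoxic or low count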;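 note: 0% = DMSO without peptide and 100% = 100 nM NTR1 peptide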
Target sequence (P30989 whole entry, looked up): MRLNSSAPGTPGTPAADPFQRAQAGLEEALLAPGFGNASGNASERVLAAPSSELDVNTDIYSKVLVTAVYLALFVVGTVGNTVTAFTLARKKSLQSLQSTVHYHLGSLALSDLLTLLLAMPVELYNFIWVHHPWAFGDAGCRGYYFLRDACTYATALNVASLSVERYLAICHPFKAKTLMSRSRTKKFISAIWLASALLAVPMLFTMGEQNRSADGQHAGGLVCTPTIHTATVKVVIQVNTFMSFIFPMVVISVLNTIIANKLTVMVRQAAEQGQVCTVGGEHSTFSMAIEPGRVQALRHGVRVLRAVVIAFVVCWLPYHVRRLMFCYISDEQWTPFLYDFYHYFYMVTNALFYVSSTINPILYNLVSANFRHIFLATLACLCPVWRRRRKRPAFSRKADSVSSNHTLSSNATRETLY
KOR beta-arrestin-1: KOR agonists, beta-arrestin recruitment, primary screen, cell-based, luminescence, uHTS (AID 1777) | Kappa-type opioid receptor (Homo sapiens) | KOR beta-arrestin recruitment, luminescence; higher % means a stronger effect | activation, % at 10 µM; hits with a dose series show EC50 in µM | actives 0.02% (n = 280,000); in the data active = activation above about 50%, passing the limit was not always enough; note: a part of the inactive calls stands beside numbers as strong as those of hits
TNAP activators: human TNAP enzyme activators, primary screen, biochemical, luminescent, no phosphate acceptor, uHTS (AID 1001); actives 0.03% (n = 200,000); activation fold at 20 µM; hits with a dose series show EC50 in µM; purified TNAP, luminescent activation assay, no phosphate acceptor; higher activation fold means a stronger effect; Alkaline phosphatase, tissue-nonspecific isozyme (Homo sapiens); in the data active = activation fold from about 3, or a potency from the dose series; inactive = the rest, 99 in 100 with activation fold below about 1.6; note: many of its hits are not listed in these tables
GPR55 beta-arrestin: GPR55 agonists via beta-arrestin recruitment, primary screen, imaging, U2OS cells, beta-arrestin-GFP redistribution (AID 1961). G-protein coupled receptor 55 (Homo sapiens). U2OS GPR55 beta-arrestin-GFP redistribution imaging; higher % means a stronger effect. one-dose activation, % at 10 µM; EC50 in µM for titrated hits. actives 0.048% (n = 290,000);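 active = activation above 40% with more than 50 cells counted in the well; inconclusive = wells holding fewer than 50 cells, flagged as toxic or sparse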;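 note: U2OS osteosarcoma cells stably expressing GPR55 and beta-arrestin-GFP; plate controls were DMSO negative control for no effect and LPI positive control for full effect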
KOR beta-arrestin-2: KOR antagonists, beta-arrestin recruitment, cell-based, luminescence, uHTS (AID 1778) | Kappa-type opioid receptor (Homo sapiens) | KOR beta-arrestin recruitment, luminescence, antagonist mode; higher % means a stronger effect | inhibition, % at 10 µM; hits with a dose series show IC50 in µM | actives 0.091% (n = 290,000); note: strong numbers were not always called active
HEK293 NOD2/NF-kB: NOD2 signaling inhibitors, cell-based, luminescence, uHTS, HEK293 (AID 1566); inhibition, % at 4 µM; hits with a dose series show EC50 in µM; actives 0.63% (n = 290,000); HEK293 NOD2/NF-kB luciferase reporter, luminescence; higher % means a stronger effect; note: many of its hits are not listed in these tables
ER stress rescue: rescue of cells from ER stress-induced death, primary screen, 384-well, CSM14.1, thapsigargin, ATP luminescence (AID 1222). CSM14.1 thapsigargin-induced death rescue, ATP luminescence; higher % means a stronger effect. cellular ATP content (survival), % at 20 µM, or EC50 in µM where a hit was titrated. 190,000 tested, under 10 active;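 active = EC50 below 50 µM in the dose-response confirmation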;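 note: death triggered by thapsigargin at about 15 µM added after 2 h compound pretreatment; cell ATP read after overnight thapsigargin exposure of roughly 18 to 22 hours; normalized against plate controls of thapsigargin alone and 5% DMSO vehicle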
NTR1 agonist cell count 20 µM: also measured in NTR1 agonist; calls as there; cell count; measured here: cell count, cytotoxicity flag
* = called active by the depositor; i = inactive; ? = inconclusive; / = no result given; [ ] = remark or other dose. Cut-off read from the data, not from the text of the source, unless noted: active = inhibition above about 50%; inactive = the rest. Some of the compounds tested. The share of hits here may be higher or lower than overall.

SMILES | Yfh1-off respiration | NOD1 NF-kB reporter | NTR1 agonist | NTR1 agonist cell count 20 µM | KOR beta-arrestin-1 | TNAP activators | GPR55 beta-arrestin | KOR beta-arrestin-2 | HEK293 NOD2/NF-kB | ER stress rescue
O=C(Cc1ccccc1)Nc1ccc2oc(-c3ccncc3)nc2c1 | i | 16% | 2.2 | 53 | / | 1 | -0.1% | -76% | -31% | 1.1%
COc1ccccc1NC(=O)Cn1nnc(-c2ccccc2NS(=O)(=O)c2ccccc2)n1 | i | 49% | 0.7 | 45 | -2.5% | 1 | -0.3% | 26% | 21% | -2.3%
Cc1ccc(NC(=S)Nc2cccc3ccccc23)cc1F | / | -8% | 3.1 | 71 | 12% | / | -0.1% | -36% | -15% | /
CCOC(=O)N1CCC(NC(=O)C2CCCN(Cc3nc(-c4cccc(C)c4)oc3C)C2)CC1 (stereo not drawn) | / | 29% | 0.8 | 65 | 3.9% | / | 0.2% | -24% | 49% | /
CCS(=O)(=O)c1nc(S(=O)(=O)c2ccc(Cl)cc2)c(N2CCc3ccccc3C2)s1 | i | 45% | -0.9 | 58 | 1.5% | 1.2 | -0.1% | -7% | 24% | -1.1%
CCOc1ccc(OCC)c(S(=O)(=O)n2cnc(C)c2)c1 | / | -56% | 0.9 | 59 | -0.3% | / | 0.2% | -42%[20 µM] | -7% | /
CCOC(=O)C(=O)c1csc(NC(=O)CCSc2ccc(C)cc2)n1 | i | -19% | 2.2 | 34 | -4.2% | 1.1 | 0.2% | -30% | 8% | -1.0%
NC(=O)NC(=O)COC(=O)CCCc1c[nH]c2ccccc12 | / | 4% | -0.2 | 54 | 5.2% | 1 | -0.1% | -59% | 5% | -1.1%
CCOc1ccccc1NC(=O)C1CCCN(S(=O)(=O)c2c(C)[nH]c(=O)[nH]c2=O)C1 (stereo not drawn) | i | -16% | -0.7 | 48 | -0.2% | 1.1 | 0.2% | -34% | -7% | -0.3%
COc1cc2nc(NCCCN3CCN(C)CC3)n3nc(-c4ccccc4)nc3c2cc1OC | i | -89% | -0.5 | 75 | -10% | 1.2 | -0.2% | / | -14% | -2.2%
O=C(c1cccc(C(F)(F)F)c1)N1CCOc2ccccc21 | / | 2% | 0.4 | 77 | -0.2% | / | 0.0% | -8% | 7% | /
Cc1ccc(NC(=O)C(C)N2CCCC2)cc1Cl (stereo not drawn) | i | -20% | -1.4 | 100 | -0.6% | 1.1 | 0.1% | 2% | 5% | -0.1%
O=C(CSc1ccc(-c2ccccn2)nn1)N1CCCCC1 | i | -7% | -1.5 | 58 | -2.3% | 0.9 | 0.6% | 11% | 9% | -0.7%
O=C1OCc2ccc(NC(=O)c3ccccc3C(=O)O)cc21 | / | -9% | 2.0 | 57 | 5.8% | / | -0.1% | 9% | 3% | /
COc1nccnc1NS(=O)(=O)c1ccc(N)cc1 | / | 0% | -0.7 | 75 | 2.8% | / | -0.1% | 20% | 0% | /
CNC(=O)CSc1nnc(-c2ccco2)n1-c1cccc(C)c1C | / | -13% | 2.1 | 66 | -1.2% | / | 0.2% | -28%[20 µM] | 5% | /
O=C(O)C1CCCN1S(=O)(=O)c1ccc(Cl)cc1 (stereo not drawn) | / | -5% | -2.1 | 86 | -4.9% | / | 0.0% | -6% | 6% | /
CCCN1/C(=C2/SC(=S)N(CC)C2=O)C=Cc2ccccc21 | i | -11% | 3.0 | 47 | -4.1% | 0.8 | -0.1% | -23% | 4% | -1.3%
COc1ccccc1NC(=O)c1ccc(NC(=O)COC(=O)CCC2CCCC2)cc1 | i | 6% | 4.8 | 78 | 0.0% | 1 | ? | 10% | 2% | -2.7%
COc1cccc(CC2(CO)CCCN(Cc3cnn(-c4ccccc4)c3)C2)c1 (stereo not drawn) | i | -29% | 0.4 | 45 | 3.2% | 1.1 | 0.0% | -21%[20 µM] | 7% | -2.0%
CC1CCCN(C(=S)Nc2ccc3nc4n(c(=O)c3c2)CCCCC4)C1 (stereo not drawn) | i | -14% | 1.7 | 68 | -3.1% | 1 | 0.6% | 10% | 13% | -1.8%
Cc1ccnn1CCC(=O)N1CCCC(N2CCN(c3cccc(Cl)c3)CC2)C1 (stereo not drawn) | / | -9% | 0.9 | 59 | 3.0% | / | -0.1% | -9% | 9% | /
Cc1onc(-c2ccccc2Cl)c1C(=O)NCCCN1CCOCC1 | i | -52% | -1.1 | 49 | 9.5% | 1.1 | -0.1% | -8% | 7% | 0.6%
COC(=O)Nc1ccc(S(=O)(=O)N2CCN(C)CC2)cc1 | i | -11% | -1.2 | 30 | 0.1% | 1.2 | -0.1% | -9% | 3% | -1.5%
C[C@H](NC(=O)[C@H]1N2C(=O)c3ccccc3C2SC1(C)C)C(=O)NCC1CCCO1 (stereo partly drawn) | / | -7% | -0.9 | 41 | -0.3% | / | -0.1% | 29% | 3% | /
CCOc1ccc(NC(=O)Nc2ccc(Br)cn2)cc1 | i | -42% | -1.3 | 73 | 0.0% | 1.1 | 1.0% | -27% | -44% | 0.5%
C=C/C(C)=C/CC1C(=C)CCC2C(C)(C(=O)O)CCCC12C (stereo not drawn) | i | -12% | -1.3 | 91 | -3.8% | / | 0.6% | -10% | 9% | /
Cc1ccc(SCCNC(=S)Nc2cc(C)cc(C)c2)cc1 | i | -1% | 7.7 | 46 | -2.8% | 1.5 | -0.2% | 19% | 4% | 0.2%
Cc1ccc(CN2CCNC(=O)C2CC(=O)N(C)C2CCCCC2)cc1 (stereo not drawn) | / | -13% | 1.8 | 61 | 3.3% | / | -0.1% | 0% | -6% | /
NS(=O)(=O)c1ccc(NC(=S)Nc2ccc(C(=O)N3CCCCC3)cc2)cc1 | i | -11% | 0.2 | 45 | -8.2% | 0.9 | -0.6% | -20% | 10% | 1.5%
CS(=O)(=O)Cc1ccc(C(=O)NCC2(N3CCCCC3)CCCCC2)cc1 | / | -37% | 1.2 | 47 | -5.4% | / | 0.3% | -10% | -9% | /
Fc1ccc(Cn2nnnc2CN2CCN(C3CCCCC3)CC2)cc1 | i | -11% | -0.3 | 51 | 3.9% | 1.1 | -0.3% | -13% | 4% | -1.4%
O=C(CCNC(=O)c1ccco1)Nc1ccc(Cl)cc1F | / | -1% | 0.5 | 49 | -1.5% | / | 0.1% | 5% | 4% | /
COCCCC1CCN(C(=O)C2CCC(=O)N(CC3CCCCC3)C2)CC1 (stereo not drawn) | / | -13% | 1.1 | 62 | -2.1% | / | 1.2% | 7% | 13% | /
O=S(=O)(c1cccc2nonc12)N1CCN(c2cccc(Cl)c2)CC1 | i | -1% | -0.3 | 48 | 1.3% | 1 | 0.0% | -37% | -13% | 1.1%
COc1ccc(/C=C\C(=O)Oc2cccc(/C=N/NC(=O)Cc3ccc(OC)c(OC)c3)c2)cc1 | i | -40% | 3.3 | 44 | -2.3% | 1 | -0.2% | 1% | -1% | 1.9%
COc1ccc(-c2noc(CSc3ccccc3)n2)cc1OC | i | -69% | 1.5 | 105 | -4.7% | 1.1 | -0.2% | 4% | -80% | -0.3%
C=CCNC(=O)/C=C/c1cccs1 | i | -46% | 0.2 | 37 | -1.5% | 1.1 | -0.1% | -1% | -15% | -1.7%
CCC/C(O)=C1\C(=O)CC(C)(C)CC1=Nc1ccccc1O | i | -27% | -0.2 | 65 | / | 1 | 0.2% | -16%[20 µM] | 12% | 2.8%
Cc1ccc2cc(C#N)c(N3CCN(C)CC3)nc2c1 | i | -28% | 0.4 | 46 | -1.0% | 1 | -0.2% | -44% | 4% | -1.4%
Cc1ccc(C2CC(=O)c3cnc(N4CCN(c5ccccc5)CC4)nc3C2)cc1 (stereo not drawn) | i | 7% | 6.1 | 77 | 2.3% | 1.1 | -0.1% | 19% | 5% | 0.4%
O=C1CN=CN=CN1c1ccc(Cl)cc1Cl | / | -2% | -1.8 | 89 | 1.8% | 1.1 | -0.3% | 16% | 6% | -2.0%
Cc1cc(=O)[nH]c(-n2nc(C)c(Oc3ccccc3O)c2C)n1 | i | -3% | -0.3 | 61 | -1.0% | 1.1 | 0.3% | 7% | 6% | 1.0%
CN(Cc1nc(-c2ccc(Cl)cc2)no1)C(=O)CCN1C(=O)[C@H]2CC=CC[C@H]2C1=O | / | -12% | -0.9 | 73 | -3.4% | / | 0.2% | -28% | 22% | /
O=C1C(Cl)=C(N2CCCC2)C(=O)N1c1ccc(F)cc1 | / | -16% | 0.2 | 47 | -0.4% | / | 0.3% | -22%[20 µM] | 9% | /
CCN1CCN(C(=O)c2cc(-c3ccc(Cl)s3)nc3ccccc23)CC1 | / | -35% | 12 | 56 | 4.3% | / | 0.0% | -21% | -24% | /
C[C@H](NC(=O)c1nc[nH]c1C(=O)N[C@H](C)c1ccccc1)C(=O)OC(C)(C)C | / | -33% | 2.7 | 104 | -4.0% | 1.2 | -0.2% | -2% | 12% | 0.7%
CC(=O)Nc1cccc(NC(=S)Nc2cccc(Cl)c2C)c1 | i | -4% | 1.2 | 57 | 11% | 0.9 | -0.9% | -2% | -2% | -3.2%
CCCCOC(=O)Nc1nnc(COc2ccccc2)s1 | i | -8% | -1.3 | 56 | 22% | 1 | -0.2% | -8% | -1% | -1.4%
CCOC(=O)c1c(-c2ccc(OC)cc2)csc1NC(=O)C1CCCO1 (stereo not drawn) | i | -24% | 4.4 | 74 | -6.0% | 1 | 0.2% | -10% | 20% | 3.0%
Cc1cc(C(=O)Nc2ccccc2Cl)c2ccccc2n1 | / | -7% | -0.8 | 60 | -0.6% | / | -0.1% | -11%[20 µM] | 6% | /
CCn1cc(CN2CCN(CC(C)(C)C)C(CCO)C2)c2ccccc21 (stereo not drawn) | / | -22% | 2.9 | 53 | -3.9% | / | -0.4% | -16%[20 µM] | -4% | /
CC(C)(CNC(=O)c1cc(=O)[nH]c2ccccc12)N1CCOCC1 | / | -9% | -0.3 | 59 | 0.8% | 1 | -0.1% | 2% | -1% | -1.0%
CCc1noc(C)c1C(=O)OCC(=O)NC(=O)c1ccccc1 | / | -28% | -0.8 | 57 | 1.6% | / | -0.1% | 1% | 3% | /

Source: PubChem BioAssay
